Source: PubChem (Southern Research Specialized Biocontainment Screening Center)
PhoP GFP inhibition = Inhibition of PhoP regulon, Salmonella typhi GFP reporter cells, confirmation, 4 h (AID 1850). Salmonella Typhi PhoP-promoter GFP reporter, fluorescence, 4 h; higher % means a stronger effect. inhibition, % at 50 µM, or IC50 in µM where a hit was titrated. hit rate 0.33% among 310,000; in the data active means a potency from the dose series; inconclusive means inhibition mostly from about 25% at the one dose, without a potency; inactive means the rest, 99 in 100 with inhibition below about 19%;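 further: 0% = induced wells with vehicle and 100% = uninduced wells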
M. tuberculosis = growth inhibition of non-replicating M. tuberculosis (AID 488890). hit rate 0.39% among 320,000. one-dose inhibition, % at 25 µM; IC50 in µM for titrated hits. Mycobacterium tuberculosis non-replicating, growth inhibition; higher % means a stronger effect; in the data active means a potency from the dose series; inconclusive means inhibition mostly from about 82% at the one dose, without a potency; inactive means the rest, 99 in 100 with inhibition below about 76%;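 further: plate controls were DMSO cells for no effect and high antibiotic wells for full effect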
influenza NS1A = NS1A inhibition, H1N1 influenza, cell based functional assay (AID 504329). inhibition, % at 12.5 µM, or IC50 in µM where a hit was titrated. hit rate 0.3% among 340,000. NS1A functional cell-based assay, percent inhibition; higher % means a stronger effect; in the data active means a potency from the dose series; inconclusive means inhibition above about 27% without an active follow-up result; further: strong numbers were not always called active
inhibitors of VEEV = inhibitors of VEEV TC-83 cytopathic effect, confirmation, Vero cells (AID 588727). Vero cells, VEEV TC-83 cytopathic effect inhibition; higher % means a stronger effect. inhibition, % at 20 µM; hits with a dose series show IC50 in µM. hit rate 0.13% among 350,000; in the data active means a potency from the dose series; inconclusive means inhibition mostly from about 14% at the one dose, without a potency; inactive means the rest, 99 in 100 with inhibition below about 12%; further: strong numbers were not always called active
M. tuberculosis HTS = M. tuberculosis growth inhibition, HTS (AID 449762); M. tuberculosis H37Rv growth inhibition, 7H9 media; higher % means a stronger effect; inhibition, % at 25 µM, or IC50 in µM where a hit was titrated; hit rate 0.59% among 330,000; in the data active means a potency from the dose series; inconclusive means inhibition above about 70% without an active follow-up result;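 further: bacterial growth assessed after seven days of incubation; strong numbers were not always called active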
inhibitors of VEEV 10K pilot screen = recorded beside inhibitors of VEEV, whose call it bears; inhibition, %; measured here: 10K pilot screen inhibition
Numbers without * were called inactive; i = inactive; u = inconclusive; x = no result given.

SMILES	PhoP GFP inhibition	M. tuberculosis	influenza NS1A	inhibitors of VEEV	M. tuberculosis HTS	others
CN(C(=O)c1ccc2c(c1)OCO2)C1CCS(=O)(=O)C1 (stereo not drawn)	5%	0%	-14%	1.7%	3%
CCOc1cc(C(=O)NCCN2C(=O)S/C(=C\c3cccnc3)C2=O)cc(OCC)c1OCC	-4%	8%	18%	1.1%	11%
COc1cc(C(=O)NC(=S)Nc2ccc([N+](=O)[O-])cc2)cc(OC)c1OC	-1%	-1%	14%	1.7%	-5%
C=CCCC(=O)N1CCC(CCC(=O)NC2CC2)CC1	-39%	5%	7%	1.7%	10%
CCCC(=O)Oc1ccc(N(C(=O)CCC)S(=O)(=O)c2cccc([N+](=O)[O-])c2)cc1	-6%	-18%	26%	0.2%	4%
COc1ccccc1/C=N/N1C(=O)C(CC(=O)Nc2ccc([N+](=O)[O-])cc2OC)SC1=Nc1cccc(C)c1C (stereo not drawn)	-8%	18%	x	x	-1%
O=C(c1cccs1)N1N=C(c2ccccc2)CC1c1ccccc1 (stereo not drawn)	-8%	15%	2%	1.9%	-2%
COc1ccc(-c2c(-c3cc(OC)cc(OC)c3)n(C)c3ccc(-c4ccc5c(c4)OCCO5)cc23)cc1	x	19%	-3%	0.9%	-7%
Cn1c(=O)oc2cc(S(=O)(=O)NCCC(=O)Nc3ccc4c(c3)OCCO4)ccc21	-1%	4%	26%	1.4%	-2%
COc1ccc(C2=NOC(C(=O)Nc3cc(C)on3)C2)cc1OC (stereo not drawn)	5%	-6%	-19%	i	6%
Cc1ccc(S(=O)(=O)N2CCOCC2)cc1C(=O)OCC(=O)NCc1ccccc1	-3%	-7%	-3%	2.8%	-4%
COc1ccccc1-c1coc2c(CN3CCC(C)CC3)c(O)ccc2c1=O	5%	-3%	-3%	i	8%
O=C(CCS(=O)(=O)c1ccccc1Cl)NCCC1=CCCCC1	-6%	-7%	-5%	2.2%	-19%
COc1cccc(CNC(=O)CSCC(=O)Nc2cc(C)on2)c1	3%	22%	-3%	2.4%	-3%
CCc1nc2ccc(C(=O)NCCc3ccc(OC)c(OC)c3)cc2nc1CC	4%	14%	10%	13%	-1%
COCC(C)n1c(C)cc(C(=O)COC(=O)c2ccc3ncsc3c2)c1C (stereo not drawn)	-4%	15%	11%	i	u
Cc1cc([N+](=O)[O-])c(=O)[nH]c1C	x	x	-1%	2.6%	x
Cc1cnc(NC(=O)CCCc2nc3ccccc3s2)s1	-1%	59%	-1%	6.1%	9%
CC1(C)CC(=O)C(/C=N/n2cnc3ccccc3c2=O)=C(O)C1	0%	-1%	11%	5.6%	1%
Cc1ccccc1C(=O)N1CCC(C(=O)Nc2ccc(S(=O)(=O)N3CCCC3)cc2)CC1	9%	10%	1%	i	-5%
COC(=O)C1=C(c2ccc(OC)c(OC)c2)C[C@@H]2CC[C@H]1N2C(=O)N1CCc2cc(OC)c(OC)cc2C1	x	7%	11%	1.0%	-2%
CC(C)[C@H](NC(=O)OCc1ccccc1)C(=O)OCC(=O)NC1(C#N)CCCC1	12%	43%	-3%	3.3%	9%
Cc1cc2cc3c(cc2nc1SCC(=O)N1CCN(C(=O)c2ccco2)CC1)OCO3	-7%	-5%	4%	i	0%
Cc1[nH]c2ccccc2c1C(=O)C(=O)NCCCn1ccnc1	-2%	-2%	-2%	0.1%	-9%
O=C(O)CCC(=O)Nc1ccccc1C(=O)NCc1ccco1	-2%	-2%	2%	3.2%	2%	inhibitors of VEEV 10K pilot screen=0.2
Nn1c(SCCOc2ccc(Cl)cc2)nnc1-c1cccnc1	6%	i	3%	i	5%
O=C1C=CC(=O)N1c1cccc2cccnc12	x	x	-1%	0.7%	x
Brc1cccc2sc(N3CCN(c4ccccc4)CC3)nc12	-14%	25%	-2%	3.3%	45µM*
CC(O)CNC(=O)c1ccc(-c2nn(C)c(=O)c3ccccc23)cc1 (stereo not drawn)	6%	8%	-1%	2.3%	-11%
Cc1ccc(C)c(C2C(=O)c3ccccc3C2=O)c1	-23%	2%	15%	0.7%	3.9µM*
S=C(NC1CCCCC1)NN1CCOCC1	-10%	3%	-9%	i	0%
CCNCCC(CCC(C)C)c1ccc2c(c1)OCO2 (stereo not drawn)	10%	6%	x	i	0%
CS(=O)(=O)N1CCN(c2ccccc2NC(=O)c2ccc(Cl)cc2)CC1	4%	8%	2%	1.6%	-4%
CC1CCCCN1C(=O)CSc1nnc(-c2ccco2)n1CC1CCCO1 (stereo not drawn)	-3%	-5%	-13%	1.9%	4%
CCOC(=O)c1c(C)oc2ccc(O)c(CN(C)C)c12	11%	2%	-10%	0.3%	0%
Cc1ccc(-n2nnnc2SC(C(=O)c2c[nH]c3ccccc23)c2ccccc2)cc1 (stereo not drawn)	-8%	-7%	3%	0.5%	-7%
COc1ccccc1C(=O)NCCC(=O)N1CCCC(C(F)(F)F)C1 (stereo not drawn)	-5%	-7%	-15%	0.8%	-8%
COc1ccc(CNC(=O)C(=O)NCc2ccncc2)cc1	-4%	32%	11%	0.8%	-5%
COCCNC(=O)c1c(N)n(CCCn2ccnc2)c2nc3ccccc3nc12	4%	21%	-4%	6.8%	-10%
COc1ccc(-c2nc(CS(=O)CC(=O)NCCc3ccc(OC)c(OC)c3)c(C)o2)cc1 (stereo not drawn)	3%	-4%	-2%	2.7%	-1%
O=C(Cn1ncc2c(=O)oc3ccccc3c21)NCCC1=CCCCC1	-3%	5%	-3%	i	2%
CSCCC(NC(N)=O)C(=O)NCc1cccc(Cl)c1 (stereo not drawn)	3%	-6%	4%	0.7%	-3%
COc1ccc(OCCC(=O)NCc2ccccc2)cc1	-6%	25%	-2%	2.5%	x	inhibitors of VEEV 10K pilot screen=1.7
CCOc1cc(-c2noc(CCCC(N)=O)n2)cc(Br)c1OC	2%	26%	-8%	3.2%	5%
N#Cc1cccc(Nc2c3c(nc4ccccc24)CCC3)c1	-7%	36%	1%	0.9%	2%
O=C(CN1CCCC1)Nc1ccc2c(c1)CCC2	10%	-2%	1%	i	4%
CC1CCCC(NC(=O)c2cc(-c3ccncc3)nc3ccccc23)C1C (stereo not drawn)	x	x	8%	8.8%	x
O=C(NNC(=O)c1cccc2ccccc12)c1ccco1	2%	-28%	8%	5.5%	-1%
Cc1cccc(C)c1NC(=O)CC(NCCc1ccccc1)C(=O)O (stereo not drawn)	-3%	-5%	-1%	i	-6%
CC(C)C[C@H]1CNC(=S)N1CC1CCCN1C[C@H](Cc1ccc(O)cc1)N1C[C@H](Cc2ccccc2)N(CC2CCCCCC2)C1=S (stereo partly drawn)	x	x	-11%	i	x

Continuation:
SMILES	PhoP GFP inhibition	M. tuberculosis	influenza NS1A	inhibitors of VEEV	M. tuberculosis HTS	others
O=C(Nc1ccccc1)N1CCc2c([nH]c3ccccc23)C1C(F)(F)F (stereo not drawn)	19%	13%	12%	3.7%	2%
CN1CCN(C(=O)c2ccc3c(c2)S(=O)(=O)c2ccccc2C3=O)CC1	7%	0%	-10%	0.5%	-3%	inhibitors of VEEV 10K pilot screen=1.4
Clc1ccc(OCc2nc(-c3ccncc3)no2)cc1	3%	17%	5%	0.3%	1%
COC(=O)C1=C(c2ccc(F)cc2OCc2ccccc2)C[C@@H]2CC[C@H]1N2C(=O)NCCN1CCOCC1	x	10%	10%	i	11%
COc1cccc(NC(=S)NC(=O)/C=C/c2ccco2)c1	-1%	-4%	2%	i	6%
O=C(c1cc(Br)c(Br)s1)N1CCN(C/C=C/c2ccccc2)CC1	-10%	23%	4%	1.9%	-4%
O=[N+]([O-])c1ccccc1S(=O)(=O)Nc1ccc(-c2ccc(N3CCOCC3)nn2)cc1	-1%	14%	3%	1.6%	-10%
CCOc1ncccc1C(=O)Nc1cc(C(F)(F)F)ccc1N1CCOCC1	x	11%	-1%	7.2%	9%
COc1ccc(CNC(=O)CCCn2ncn3c(cc4occc43)c2=O)cc1	-19%	-31%	-5%	1.9%	-3%
O=C(N/C(=C/c1cccc([N+](=O)[O-])c1)C(=O)N1CCOCC1)c1ccccc1Br	-2%	16%	-1%	5.4%	6%

3 compounds already listed, sorted by molar mass, rising:
SMILES	PhoP GFP inhibition	M. tuberculosis	influenza NS1A	inhibitors of VEEV	M. tuberculosis HTS	others
COc1ccc(OCCC(=O)NCc2ccccc2)cc1	-6%	25%	-2%	2.5%	x	inhibitors of VEEV 10K pilot screen=1.7
COc1ccccc1-c1coc2c(CN3CCC(C)CC3)c(O)ccc2c1=O	5%	-3%	-3%	i	8%
COCCNC(=O)c1c(N)n(CCCn2ccnc2)c2nc3ccccc3nc12	4%	21%	-4%	6.8%	-10%

Further results follow.
SMILES	PhoP GFP inhibition	M. tuberculosis	influenza NS1A	inhibitors of VEEV	M. tuberculosis HTS	others
CCCN(CCC)C(=O)c1ccc2c(c1)OCO2	-1%	0%	-2%	3.3%	3%
O=C1c2ccccc2C(=O)N1c1ccc(Br)c2cccnc12	-9%	0%	-4%	0.3%	-6%
O=C(c1sc(N2CCOCC2)nc1-c1ccccc1)N1CCCCC1	-1%	-20%	-9%	0.9%	-11%
Nc1ccc(Br)cc1C(=O)c1ccccc1	0%	53%	6%	i	-2%
O=C(CSc1nnc(-c2ccccc2)n1-c1ccccc1)c1cccs1	4%	15%	-2%	i	-12%
Cc1cc(C)nc(NS(=O)(=O)c2ccc(NC(=O)COc3ccccc3F)cc2)n1	x	24%	-12%	i	6%
c1ccc(CN2CCc3nc4ccccc4cc3C2)cc1	-10%	73%	-5%	1.0%	-3%
COc1cccc(NC(=O)CN(C)C(=O)CCC(=O)c2cc(C)sc2C)c1	x	x	0%	0.7%	x
Cc1cc(C)c(S(C)(=O)=O)c(S(=O)(=O)c2ccc(Cl)cc2)n1	-9%	-2%	-12%	6.3%	0%
O=C(NC1CCOC1=O)c1ccccc1 (stereo not drawn)	x	x	4%	0.5%	x
COc1cc(C2C3=C(CCCC3=O)Nc3[nH]n(-c4ccccc4)c(=O)c32)ccc1O (stereo not drawn)	3%	-4%	-1%	1.0%	-3%
O=C(NC1CCCCC1)C(c1ccc2ncccc2c1)N(Cc1ccccc1)C(=O)c1cccs1 (stereo not drawn)	-11%	37%	-9%	4.7%	7%
c1ccc(CCc2nc(-c3ccc(-n4cccc4)cc3)no2)cc1	-10%	x	6%	0.6%	6%
CC(C)(C)c1ccc(/C=C/C(=O)Nc2ncccn2)cc1	3%	47%	-6%	3.4%	9%
COC(=O)c1cc(C#N)c(NCc2ccccc2)nc1C	2%	-4%	2%	2.3%	-2%
COc1cccc2c1OCC/C2=N\NC(=O)COc1ccccc1C	-5%	19%	-17%	i	3%
O=C(NCc1ccccn1)C(=O)NCC(c1ccco1)N1CCN(c2ccc(F)cc2)CC1 (stereo not drawn)	-5%	21%	-2%	1.1%	0%
COc1cc(CNCc2ccc(C(=O)O)cc2)ccc1OCc1ccc(F)cc1	-2%	-15%	-1%	0.1%	8%
O=C(NNc1cc(Cl)ccc1Cl)C1CCC1	-3%	22%	-4%	1.1%	u
CNC[C@H]1Oc2c(NS(=O)(=O)c3cccs3)cccc2C(=O)N([C@H](C)CO)C[C@@H]1C	x	-3%	-1%	0.2%	-3%	inhibitors of VEEV 10K pilot screen=0.5
Cc1ccc(C(=O)NCCc2csc(C)n2)cc1	-5%	0%	-4%	0.5%	-2%
CC(c1ccccc1)C1CC(=O)N(CC(=O)O)C1=O (stereo not drawn)	-8%	-6%	4%	0.2%	2%
COc1cccc(NC(=O)CN(C)C(=O)CNC(=O)c2ccc(Oc3ccccc3)cc2)c1	9%	10%	-2%	1.1%	8%
O=C(COC(=O)CSCC(=O)N1CCCCC1)Nc1ccc(Cl)cc1	-20%	1%	1%	0.1%	-15%
CCCCC(=O)Nc1ccc(C(=O)NNC(=S)NC(=O)c2ccccc2[N+](=O)[O-])cc1	-2%	-21%	-9%	i	5%
NC(=Nc1nc(-c2ccccn2)cc2ccccc12)c1ccccn1	x	x	40µM*	4.4%	x
Cc1ccc(C(=O)NCC(=O)Nc2ccc3c(c2)CCC3)cc1C	x	x	3%	i	x
CC(C)COn1c(=S)[nH]c2ccccc2c1=O	-4%	74%	-6%	1.4%	10%

Compounds from the list above containing a COOH group (4):
SMILES	PhoP GFP inhibition	M. tuberculosis	influenza NS1A	inhibitors of VEEV	M. tuberculosis HTS	others
O=C(O)CCC(=O)Nc1ccccc1C(=O)NCc1ccco1	-2%	-2%	2%	3.2%	2%	inhibitors of VEEV 10K pilot screen=0.2
Cc1cccc(C)c1NC(=O)CC(NCCc1ccccc1)C(=O)O (stereo not drawn)	-3%	-5%	-1%	i	-6%
COc1cc(CNCc2ccc(C(=O)O)cc2)ccc1OCc1ccc(F)cc1	-2%	-15%	-1%	0.1%	8%
CC(c1ccccc1)C1CC(=O)N(CC(=O)O)C1=O (stereo not drawn)	-8%	-6%	4%	0.2%	2%
